# Screening results (PubChem BioAssay)
# GC-A act: GC-A (human) enzyme activation; P16066; HEK293 GC-A cells, cGMP TR-FRET, EC30 ANP; 0% at EC30 ANP, 100% saturating ANP; activation, % at 10 µM; hit rate 0.14% among 370,000; AID 1671463; in the data active = activation above about 40%
# DAX1 inh-1: DAX1 (NR0B1) inhibition, primary screen; hit rate 1.1% among 370,000; inhibition, % at 6.8 µM; AID 652010; HEK293T StAR-luciferase reporter, SF-1/DAX-1 repression relief;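 active = inhibition above the mean over all tested compounds plus 3 SD, cut at about 3.6% in these data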;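 also: 0% = DAX-1 cells with DMSO and 100% = cells lacking DAX-1 with DMSO; higher inhibition means more luminescence from relief of DAX-1 repression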
# proKLK7 act: proKLK7 (human) activation, primary screen; AID 652039; hit rate 0.9% among 370,000; activation, % at 7 µM; purified proKLK7, EDANS-DABCYL substrate fluorescence; 100% is mature enzyme control, 0% vehicle; P49862;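 active = activation above the mean of all tested compounds plus 3 SD, computed per campaign excluding outliers beyond control limits, cut at about 13% in these data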
# sPLA2-III inh: Inhibits HGIII-sPLA2 liposome hydrolysis, primary screen. Q9NZ20. QFRET BODIPY PC-A2 liposome hydrolysis, fluorescence. inhibition, % at 12.2 µM. hit rate 0.56% among 370,000. AID 743126;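 active = inhibition above mean plus 3 SD of compounds lying within the high and low control bounds, cut at about 19% in these data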;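 also: 0% = median of test compound wells and 100% = no enzyme DMSO wells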
# DAX1 inh-2: inhibits human nuclear receptor DAX1 | HEK293 Gal4-DAX1 luciferase reporter, luminescence | hit rate 0.99% among 340,000 | AID 504766 | inhibition, % at 6.75 µM;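 active = inhibition above the mean over all tested compounds plus 3 SD, cut at about 4.2% in these data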;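 also: 0% = DAX1-transfected cells with DMSO and 100% = empty-vector control cells with DMSO; inhibition shows as a rise in luminescence from relieved DAX1 repression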
# hcDAF12 agonist: activators of H. contortus DAF-12 nuclear receptor; HEK293 hcDAF-12 lit1-tk-luc reporter, luminescence; 0% DMSO, 100% Δ7-dafachronic acid; activation, % at 6.8 µM; hit rate 1.4% among 370,000;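 active = activation above the mean of all tested compounds plus 3 SD, cut at about 5.5% in these data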;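 also: 100% = response to 3 µM Δ7-dafachronic acid high control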
# FXN GAA850 act: frataxin GAA850 promoter activation | HEK293 lucGAA850 FXN promoter luciferase reporter, 24 h; percent of 10 µM SAHA response | activation, % at 6 µM | hit rate 0.56% among 360,000 | AID 540364;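 active = activation above the average of all compounds screened plus 3 SD, cutoff fixed separately per campaign, cut at about 7.5% in these data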;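 also: 0% = DMSO wells and 100% = 10 µM SAHA wells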
# SMARCA2 activ: activators of SMARCA2 function | hit rate 1% among 370,000 | MG213 cells, MMTV-luciferase reporter, dexamethasone, overnight | activation, % at 9.1 µM; in the data active = activation above about 7.8%;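 also: 0% = vehicle wells and 100% = reference activator wells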
# ssDAF12 agonist: S. stercoralis DAF-12 activation, primary screen; HEK293 ssDAF-12/GRIP1 lit1-tk-luc reporter, luminescence; % of 3 µM dafachronic acid response; activation, % at 6.8 µM; hit rate 1% among 370,000; AID 652126;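 active = activation above the mean over all tested compounds plus 3 SD, cut at about 0.9% in these data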;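 also: 0% = DMSO-only wells and 100% = 3 µM delta7-dafachronic acid wells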
# GC-B act: GC-B (human) receptor activation; AID 1920062; hit rate 0.11% among 370,000; activation, % at 10 µM; HEK293-GC-B cells, CNP EC30, cGMP TR-FRET; 0% at EC30 CNP, 100% saturating CNP;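 active = activation at 10 µM reaching about 35% in either raw or pattern-adjusted values, limit read from the data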
# Target sequence (P20594 whole entry, looked up): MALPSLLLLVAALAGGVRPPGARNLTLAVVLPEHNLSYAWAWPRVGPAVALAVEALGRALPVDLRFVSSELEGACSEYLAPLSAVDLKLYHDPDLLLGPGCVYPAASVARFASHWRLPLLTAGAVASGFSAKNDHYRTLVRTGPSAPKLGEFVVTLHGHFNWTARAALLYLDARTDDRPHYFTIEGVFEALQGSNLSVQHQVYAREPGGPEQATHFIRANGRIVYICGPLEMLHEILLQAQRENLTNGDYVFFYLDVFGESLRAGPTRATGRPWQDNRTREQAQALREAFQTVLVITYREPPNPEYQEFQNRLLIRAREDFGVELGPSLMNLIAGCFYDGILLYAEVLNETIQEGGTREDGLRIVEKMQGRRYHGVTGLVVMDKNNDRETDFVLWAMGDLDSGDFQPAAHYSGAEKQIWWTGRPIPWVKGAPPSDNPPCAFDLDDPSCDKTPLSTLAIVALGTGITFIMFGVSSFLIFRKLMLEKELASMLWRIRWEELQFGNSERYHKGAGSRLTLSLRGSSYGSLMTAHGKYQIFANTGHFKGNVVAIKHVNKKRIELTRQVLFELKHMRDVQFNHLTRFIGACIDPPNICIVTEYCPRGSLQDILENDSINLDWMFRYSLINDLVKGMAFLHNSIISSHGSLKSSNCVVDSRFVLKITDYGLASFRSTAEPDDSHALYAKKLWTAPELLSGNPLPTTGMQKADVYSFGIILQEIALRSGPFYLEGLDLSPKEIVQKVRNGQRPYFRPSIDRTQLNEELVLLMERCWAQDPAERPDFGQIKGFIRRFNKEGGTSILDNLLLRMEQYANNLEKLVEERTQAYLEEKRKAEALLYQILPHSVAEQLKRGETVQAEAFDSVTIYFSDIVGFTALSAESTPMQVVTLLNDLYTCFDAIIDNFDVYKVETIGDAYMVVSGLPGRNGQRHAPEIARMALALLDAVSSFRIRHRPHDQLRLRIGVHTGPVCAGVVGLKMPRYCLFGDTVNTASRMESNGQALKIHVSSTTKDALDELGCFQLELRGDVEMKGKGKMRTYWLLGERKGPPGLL
# hgDAF-12 ag: agonists of H. glycines DAF-12 nuclear receptor | HEK293 GAL4-hgDAF12 UAS-luciferase reporter, agonist luminescence; normalized to butyrate control | activation, % at 6.8 µM | hit rate 1.8% among 370,000;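 active = activation above a cutoff set at the mean of all screened compounds plus 3 SD, cut at about 10% in these data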;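 also: 0% = DMSO wells and 100% = sodium butyrate wells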
# Numbers without * were called inactive; . = not tested or not shown; & = joins results of further samples. Rows were taken by chance; overall some 6.7% were active at least once.
SMILES,GC-A act,DAX1 inh-1,proKLK7 act,sPLA2-III inh,DAX1 inh-2,hcDAF12 agonist,FXN GAA850 act,SMARCA2 activ,ssDAF12 agonist,GC-B act,hgDAF-12 ag
CN1CCN(CCCNC(=O)c2cc3c(=O)n(C)c4ccccc4c3s2)CC1,6,0.8,8.1,2,1.6,2.2,2.2,4,0.1,-5,0.4
O=Nc1c(O)n(Cc2c(Cl)cccc2Cl)c2ccccc12,-1,0.0,0.0,-59,-1.9,-2.2,1.2,-2,-1.2,-5,-2.6
COc1ccc(C(=O)/C=C/c2ccc(O)cc2)cc1,1,0.7,18*,-3,1.4,0.7,1.3,1,-0.5,-5,0.9
Cc1ccc(-n2c(SCC(=O)NCc3ccco3)nnc2-c2cccnc2)cc1,-1,0.1,0.7,1,0.2,0.0,-0.5,0,-0.9,1,-1.2
Cc1cc(OCc2nnc(SC(C)C(=O)O)n2Cc2ccccc2)ccc1Cl (stereo not given),-3,-0.4,0.3,-17,.,0.5,2.8,0,-0.8,2,-1.7
O=C(O)Cc1sc(-c2ccccc2)nc1-c1cccs1,3,-0.2,1.3,-8,-0.5,0.1,0.2,1,-0.2,-2,-1.4
Cn1c(=O)c2cc(NC(=O)Nc3cccnc3)ccc2n1Cc1ccc(Cl)cc1,4,0.1,5.6,-5,.,1.9,-1.3,-5,-1.7,4,2.5
Nc1nonc1-n1nnc(C(=O)N/N=C/c2ccc(Br)cc2)c1CN1CCOCC1,4,-2.1,-0.9,-5,1.5,2.1,0.7,-4,-1.6,-2,-1.4
Cn1c(N)c(C(=O)COC(=O)c2ccccc2C(=O)c2ccccc2)c(=O)n(C)c1=O,-2,-0.2,-0.4,-2,1.0,-0.5,-0.9,1,-0.6,0,-0.8
C/C(=N\N=C1/SC(CC(=O)O)C(=O)N1c1ccccc1)c1ccc(C)cc1 (stereo not given),3,0.0,-0.9,-13,-0.3,1.5,1.7,-2,-1.1,3,0.2
CCOC(=O)c1cn(CC)c2cc(Cl)c([N+](=O)[O-])cc2c1=O,2,0.0,0.9,7,0.3,-0.8,-1.4,-1,-1.2,-6,-0.4
COc1cccc(NC(=O)CN(C)C(=O)c2ccc(OCC3CCCO3)cc2)c1 (stereo not given),5,1.6,-0.2,-1,-0.5,0.2,0.4,-1,-0.7,5,0.5
O=S1(=O)CCOC[C@H](c2ccccc2)N1Cc1cccc(Cl)c1,-9,0.2,-0.1,-2,-1.0,-1.9,-0.9,0,-1.1,-7,1.7
N#CCCN(C(=O)CSc1ccc2c(c1)OCCO2)c1ccc(F)cc1,-3,0.3,-0.8,-2,0.4,-0.9,1.0,-1,-0.9,-7,-0.3
Cc1sc2nc(SCC(=O)NCCOCCO)nc(N)c2c1C,1,-0.3,0.9,-5,0.8,-1.5,4.9,2,-0.2,-3,-3.9
CCOC(=O)C1(Cc2ccccc2C)CCCN(C(=O)c2ccc(CSC)o2)C1 (stereo not given),-4,-0.7,-0.1,0,0.1,-0.4,-0.6,-2,-1.1,1,-2.1
CC(Sc1ncnc2c1cnn2-c1ccccc1)C(=O)Nc1ccc(N2CCOCC2)cc1 (stereo not given),-1,-0.9,0.2,3,-0.5,1.4,1.9,-4,0.9,0,0.8
Cc1c(C(c2cc3c(cc2Br)OCO3)c2c(C)n(C)n(-c3ccccc3)c2=O)c(=O)n(-c2ccccc2)n1C,-4,-1.1,-0.1,0,0.1,0.3,2.0,0,-0.9,-9,-3.1
CCCNC(=O)Cn1cccc1C(=O)c1ccccc1,3,-0.1,0.0,-1,1.6,0.8,-1.0,-4,-1.4,0,1.8
Cn1nnc2cc(C(=O)N3CCN(c4ccccn4)CC3)ccc21,1,-0.1,-0.3,-1,-0.4,-2.6,3.2,-2,-0.7,-1,2.7
O=C(NCc1ccccc1)C1CC(=O)N(C2CCCCC2)C1 (stereo not given),-1,0.4,0.6,1,1.0,1.0,-0.1,0,-1.0,1,-0.4
NC(=O)N1CCN(CCCN2c3ccccc3Sc3cc(Cl)ccc32)CC1,-26,0.1,0.8,6,-0.4,-0.2,-0.6,-2,-0.8,-13,-0.5
O=C(Oc1ccc2c(c1)OCC2=O)c1ccc(Cl)cc1,6,0.1,0.6,-21,-0.3,-0.1,-0.3,-2,-1.0,0,-1.2
O=C1CCN(Cc2ccc(O)cc2)CCN1CCO,2&-3,0.3&0.8,0.2&-0.2,3&2,1.4,-0.1&-0.7,-1.3,0&-1,-0.8&-0.2,0&-4,1.5&0.3
O=C(CN1CCCC1)Nc1c2c(cc3c1CCC3)CCC2,-5,0.0,0.0,-4,1.4,0.5,0.0,1,-0.7,3,1.4
Clc1ccc2nc(CN3CCCc4ccccc43)cn2c1,-15,-0.5,-0.7,7,0.3,0.5,-3.3,-2,-1.0,-2,0.3
O=C(c1ccc(Cl)c(Cl)c1)N1CCC(=O)N(C(COCc2cccc(Cl)c2)Cc2ccccc2)CC1 (stereo not given),-5,-0.2,0.9,-13,-1.4,-0.5,3.9,0,-0.9,-14,-1.9
Cn1nc(C(C)(C)C)c([N+](=O)[O-])c1C(=O)NC1CCCCC1,-1,0.5,0.3,6,-0.6,-0.9,0.2,-1,-1.1,5,0.6
COCCNC(=O)/C(C#N)=C/c1c(N2CCCCCC2)nc2c(C)cccn2c1=O,-1,0.0,5.6,-2,-0.4,1.0,0.8,5,-1.2,-3,-0.3
CSCCC(C(=O)Nc1c(C)cccc1C)n1c(-c2cnc(C)cn2)nc2ccccc21 (stereo not given),-6,-0.2,0.5,8,.,-1.4,.,-1,-1.3,-8,0.1
COc1ccc(CNC(=O)C2CCN(S(=O)(=O)c3c(C)n[nH]c3C)CC2)cc1,1,1.8,-0.2,8,-0.3,-0.4,0.8,0,-1.2,-1,-0.5
O=C(c1ccccc1)c1coc2ccc(O)c(CN3CCOCC3)c12,-5,-0.7,1.1,-1,1.5,-2.3,-0.4,2,-0.7,3,-1.1
CC1CC(C)CN(S(=O)(=O)c2ccc(NC(=S)NC(=O)c3ccccc3)cc2)C1 (stereo not given),-6,0.1,0.2,6,0.4,-1.7,-1.9,-2,-1.5,-8,-0.5
O=C(C[n+]1ccn(-c2ccccc2)c1)c1ccc([N+](=O)[O-])cc1,-1,-0.3,0.3,1,0.7,-2.4,0.4,0,-0.1,4,-1.0
O=[N+]([O-])c1ccc(CSc2nnc(Cc3ccccc3)o2)cc1,-6,-0.2,-0.3,-13,-1.9,-1.6,4.6,0,-1.2,1,2.1
Cc1ccc(NC(=O)CSc2nnc(CNC(=O)c3ccco3)o2)cc1,0,0.4,0.2,0,-0.7,-1.8,-2.8,-1,-1.9,1,-1.1
Cc1ccc(C2CC(c3ccccc3)=NN2c2ccccc2)o1 (stereo not given),-2,-0.2,-17,-4,-1.5,0.3,0.7,1,-1.1,0,1.7
O=[N+]([O-])c1ccc2nc[nH]c2c1,3,-0.9,0.0,9,-1.1,1.1,-0.7,-5,-1.3,3,-1.6
O=[N+]([O-])c1ccc(S(=O)(=O)NCC(c2ccc3c(c2)OCO3)N2CCOCC2)cc1 (stereo not given),3,-0.3,-0.1,-6,0.6,0.9,1.4,0,-1.7,1,-0.2
O=C(NCCc1ccccc1)OCc1cn(-c2ccccc2Cl)nn1,2,0.9,0.6,2,.,-2.6,.,-2,-1.8,-1,1.4
COCCn1c(-c2ccc(OC)cc2)c(-c2ccc(OC)cc2)oc1=O,-5,0.4,-1.0,-2,0.2,-2.1,3.2,-2,-1.4,-1,-2.0
COC(=O)c1[nH]c2ccc(Cl)cc2c1NC(=O)CN1CCC(C(N)=O)CC1,5,0.1,-0.2,4,.,-1.0,.,-1,-1.0,-8,-0.5
CCC(=O)NC(NC(=S)Nc1ccccc1Br)C(Cl)(Cl)Cl (stereo not given),3,-0.2,0.2,7,-0.3,-0.3,2.4,-4,-1.1,3,-0.2
COc1ccc(CC2(CO)CCN(CC3=CC[C@H]4C[C@@H]3C4(C)C)CC2)cc1,2,0.1,0.2,-9,-0.4,-0.5,0.5,1,-1.8,2,2.4
Cc1cc2oc(=O)sc2cc1NS(=O)(=O)c1cccc2cccnc12,-6,-0.1,-0.3,-23,-0.8,-1.1,0.5,5,-1.0,-9,-1.4

# Gathered by group, the entries above containing an aryl thioether with sulfur outside any ring (seven)
SMILES,GC-A act,DAX1 inh-1,proKLK7 act,sPLA2-III inh,DAX1 inh-2,hcDAF12 agonist,FXN GAA850 act,SMARCA2 activ,ssDAF12 agonist,GC-B act,hgDAF-12 ag
Cc1ccc(-n2c(SCC(=O)NCc3ccco3)nnc2-c2cccnc2)cc1,-1,0.1,0.7,1,0.2,0.0,-0.5,0,-0.9,1,-1.2
Cc1cc(OCc2nnc(SC(C)C(=O)O)n2Cc2ccccc2)ccc1Cl (stereo not given),-3,-0.4,0.3,-17,.,0.5,2.8,0,-0.8,2,-1.7
N#CCCN(C(=O)CSc1ccc2c(c1)OCCO2)c1ccc(F)cc1,-3,0.3,-0.8,-2,0.4,-0.9,1.0,-1,-0.9,-7,-0.3
Cc1sc2nc(SCC(=O)NCCOCCO)nc(N)c2c1C,1,-0.3,0.9,-5,0.8,-1.5,4.9,2,-0.2,-3,-3.9
CC(Sc1ncnc2c1cnn2-c1ccccc1)C(=O)Nc1ccc(N2CCOCC2)cc1 (stereo not given),-1,-0.9,0.2,3,-0.5,1.4,1.9,-4,0.9,0,0.8
O=[N+]([O-])c1ccc(CSc2nnc(Cc3ccccc3)o2)cc1,-6,-0.2,-0.3,-13,-1.9,-1.6,4.6,0,-1.2,1,2.1
Cc1ccc(NC(=O)CSc2nnc(CNC(=O)c3ccco3)o2)cc1,0,0.4,0.2,0,-0.7,-1.8,-2.8,-1,-1.9,1,-1.1

# (listing goes on)
SMILES,GC-A act,DAX1 inh-1,proKLK7 act,sPLA2-III inh,DAX1 inh-2,hcDAF12 agonist,FXN GAA850 act,SMARCA2 activ,ssDAF12 agonist,GC-B act,hgDAF-12 ag
CCCCN(CC(=O)NCc1ccc(Cl)cc1)S(=O)(=O)c1ccc2c(c1)OCCO2,0,0.0,-0.2,-3,0.0,-2.1,-0.8,-5,-1.2,-2,-1.6
O=C(N/N=C/C1CCCCC1)c1cc(Cl)ccc1O,5,0.5,-1.2,15,0.4,1.1,-0.4,2,-0.8,-9,0.4
c1ccc2[nH]c(CCCCc3nc4ccccc4[nH]3)nc2c1,-1,-0.3,0.0,12,0.1,0.2,4.5,-2,-1.3,-3,1.2
C/C(=N\Nc1ccc(C(F)(F)F)cn1)c1ccc(S(=O)(=O)NCc2ccco2)cc1,-5,0.4,0.1,-13,0.2,-3.2,1.1,-1,-1.2,-4,-0.5
C/C(CC(=O)Nc1ccc(Cl)cn1)=N\NC(=O)Cc1cccs1,4,0.1,1.6,-5,3.3,-0.3,1.2,1,-1.4,-13,2.0
COc1ccc(C(=O)Nc2nc(-c3cccs3)cs2)cc1,9,-1.9,0.7,-17,-0.2,-1.5,1.9,0,-1.5,-6,1.4
CC1CCCCC1NC(=O)CSc1ncnc2sccc12 (stereo not given),-3,0.7,0.5,-4,3.2,-1.3,1.7,0,-1.3,2,-1.6
NC(=O)c1ccc(C2SCC(=O)N2Cc2ccccc2)cc1 (stereo not given),-5,0.2,-0.8,1,-0.4,-1.2,-1.1,0,-0.9,-4,0.4
